Assay outcomes deposited in PubChem by Southern Research Specialized Biocontainment Screening Center.
inhibitors of VEEV = inhibitors of VEEV TC-83 cytopathic effect, confirmation, Vero cells (AID 588727) | 350,000 tested, 0.13% active | Vero cells, VEEV TC-83 cytopathic effect inhibition; higher % means a stronger effect | one-dose inhibition, % at 20 µM; IC50 in µM for titrated hits; in the data active means a potency from the dose series; inconclusive means inhibition mostly from about 14% at the one dose, without a potency; inactive means the rest, 99 in 100 with inhibition below about 12%; further: strong numbers were not always called active
H1N1 NS1A inhibition = H1N1 influenza NS1A inhibitors, functional cell based assay (AID 504329); NS1A functional cell-based assay, percent inhibition; higher % means a stronger effect; inhibition, % at 12.5 µM, or IC50 in µM where a hit was titrated; 340,000 tested, 0.3% active; in the data active means a potency from the dose series; inconclusive means inhibition above about 27% without an active follow-up result; further: strong numbers were not always called active
Salmonella PhoP GFP = Inhibition of PhoP regulon, Salmonella typhi GFP reporter cells, confirmation, 4 h (AID 1850); Salmonella Typhi PhoP-promoter GFP reporter, fluorescence, 4 h; higher % means a stronger effect; one-dose inhibition, % at 50 µM; IC50 in µM for titrated hits; 310,000 tested, 0.33% active; in the data active means a potency from the dose series; inconclusive means inhibition mostly from about 25% at the one dose, without a potency; inactive means the rest, 99 in 100 with inhibition below about 19%;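 further: 0% = induced wells with vehicle and 100% = uninduced wells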
M. tuberculosis = growth inhibition of non-replicating M. tuberculosis (AID 488890) | Mycobacterium tuberculosis non-replicating, growth inhibition; higher % means a stronger effect | 320,000 tested, 0.39% active | one-dose inhibition, % at 25 µM; IC50 in µM for titrated hits; in the data active means a potency from the dose series; inconclusive means inhibition mostly from about 82% at the one dose, without a potency; inactive means the rest, 99 in 100 with inhibition below about 76%;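 further: plate controls were DMSO cells for no effect and high antibiotic wells for full effect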
M. tuberculosis HTS = M. tuberculosis growth inhibition, HTS (AID 449762) | M. tuberculosis H37Rv growth inhibition, 7H9 media; higher % means a stronger effect | inhibition, % at 25 µM, or IC50 in µM where a hit was titrated | 330,000 tested, 0.59% active; in the data active means a potency from the dose series; inconclusive means inhibition above about 70% without an active follow-up result;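 further: bacterial growth assessed after seven days of incubation; strong numbers were not always called active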
inhibitors of VEEV 10K pilot screen = second read-out of inhibitors of VEEV, no call of its own (marks repeat the call); inhibition, %; measured here: 10K pilot screen inhibition
Starred values were filed as active, the others as inactive; i = inactive; u = inconclusive; x = no result given.

SMILES | inhibitors of VEEV | H1N1 NS1A inhibition | Salmonella PhoP GFP | M. tuberculosis | M. tuberculosis HTS | others
O=C(O)CC1=C(Nc2ccccc2)C(=O)N(c2ccccc2)C1c1ccc(Cl)cc1 (stereo not drawn) | 0.7% | -2% | 8% | 48% | 5%
COc1ccc(CC(=O)Nc2ccc(-c3noc(-c4cc(OC)c(OC)c(OC)c4)n3)cc2)cc1 | 1.6% | 2% | -8% | 0% | 2%
O=Cc1ccc(-n2nncc2-c2ccc([N+](=O)[O-])cc2)cc1 | 0.9% | 4% | 7% | -6% | 41%
COc1ccc(-c2c(C)nn3c(NC4CCCC4)cc(C)nc23)cc1OC | 7.1% | 0% | -13% | 39% | u
O=C(COC(=O)/C=C/c1cccc(Cl)c1)NCCC1=CCCCC1 | i | -3% | -3% | 51% | -3%
Cc1ccnc2nc(C(=O)OCCOc3ccccc3)nn12 | 1.4% | 1% | 11% | -13% | -3%
CCOc1ccccc1NC(=O)CCCNC(=O)c1ccc(Cl)cc1 | i | 7% | 4% | 8% | 3%
O=C(Nc1cccc2c1N(C(=O)c1ccco1)CCC2)c1ccco1 | 0.7% | -5% | -13% | -13% | -4%
Cn1cccc1C(=O)OCC(=O)Nc1ccc2c(c1)OCCO2 | 0.5% | -14% | x | 0% | -9%
CC(C1CC1)N(C(=O)c1ccccc1[N+](=O)[O-])c1ccccc1 (stereo not drawn) | i | -4% | -7% | 23% | 2%
CC(=O)c1cccc(NC(=S)NC(=O)c2ccccc2C)c1 | 2.6% | 3% | -6% | -14% | 5%
C=CCN(c1ccccc1C(=O)NCC(=O)O)S(=O)(=O)c1ccccc1C | 1.7% | -6% | 6% | -2% | 3%
Cn1cc(S(=O)(=O)N2CCNCC2)cc1C(N)=O | 1.1% | -1% | x | -7% | -4%
CCc1[nH]nc(C(=O)N2CCCC(C(=O)c3cccc(C(F)(F)F)c3)C2)c1C (stereo not drawn) | 0.2% | 6% | -28% | 20% | 9%
COc1cc(/C=C(\C#N)c2nc3ccccc3[nH]2)cc(Br)c1OCc1ccc(F)cc1 | 4.7% | 0% | -3% | 11% | 6%
O=C(COc1ccc2c(c1)oc(=O)c1ccccc12)NCC1CCC(C(=O)O)CC1 (stereo not drawn) | 0.8% | 2% | -4% | 9% | 1%
CC(=O)/C(C(=N)N1CCN(Cc2ccccc2)CC1)=C(\C)O | 0.3% | -4% | 2% | -22% | -4%
CCOC(=O)c1cccc(-n2cccc2/C=C2\NC(=O)N(CC(=O)O)C2=O)c1 | 3.4% | -13% | x | -5% | 2%
O=C(O)c1nn(-c2cccc(C(F)(F)F)c2)ccc1=O | 2.0% | -7% | -3% | -18% | -4%
CSCCC(NS(=O)(=O)c1ccccc1F)C(=O)NNC(=O)c1csc(N2CCOCC2)n1 (stereo not drawn) | 3.4% | -7% | -2% | -10% | 3%
CCN(CCCNC(=O)CN1C(=O)COc2ccccc21)c1cccc(C)c1 | i | 1% | 10% | 28% | -1%
CCOC(=O)c1c(C)sc2c1N(C(=O)CN(CC)CC)c1cc(Cl)ccc1S2 | 3.1% | 4% | 23% | 22% | 11%
CCn1c(SCC(=O)N2CCCC2)nnc1-c1ccc(N)cc1 | i | 0% | -1% | 5% | -9%
COc1cc(C2c3c(n[nH]c3C)C(=O)N2c2ccc(Br)cc2)ccc1O (stereo not drawn) | 3.3% | 3% | -1% | 7% | -5%
Cc1ccccc1CNS(=O)(=O)c1c(C)[nH]c(C)c1C(=O)N1CCCCC1 | 0.5% | 6% | -12% | 3% | 4%

Arranged by heavy-atom count (rising): some entries from above
SMILES | inhibitors of VEEV | H1N1 NS1A inhibition | Salmonella PhoP GFP | M. tuberculosis | M. tuberculosis HTS | others
Cn1cc(S(=O)(=O)N2CCNCC2)cc1C(N)=O | 1.1% | -1% | x | -7% | -4%
O=C(O)c1nn(-c2cccc(C(F)(F)F)c2)ccc1=O | 2.0% | -7% | -3% | -18% | -4%
CC(=O)/C(C(=N)N1CCN(Cc2ccccc2)CC1)=C(\C)O | 0.3% | -4% | 2% | -22% | -4%
Cn1cccc1C(=O)OCC(=O)Nc1ccc2c(c1)OCCO2 | 0.5% | -14% | x | 0% | -9%
O=C(COC(=O)/C=C/c1cccc(Cl)c1)NCCC1=CCCCC1 | i | -3% | -3% | 51% | -3%
O=C(Nc1cccc2c1N(C(=O)c1ccco1)CCC2)c1ccco1 | 0.7% | -5% | -13% | -13% | -4%
COc1cc(C2c3c(n[nH]c3C)C(=O)N2c2ccc(Br)cc2)ccc1O (stereo not drawn) | 3.3% | 3% | -1% | 7% | -5%
C=CCN(c1ccccc1C(=O)NCC(=O)O)S(=O)(=O)c1ccccc1C | 1.7% | -6% | 6% | -2% | 3%
CCN(CCCNC(=O)CN1C(=O)COc2ccccc21)c1cccc(C)c1 | i | 1% | 10% | 28% | -1%
O=C(O)CC1=C(Nc2ccccc2)C(=O)N(c2ccccc2)C1c1ccc(Cl)cc1 (stereo not drawn) | 0.7% | -2% | 8% | 48% | 5%
COc1cc(/C=C(\C#N)c2nc3ccccc3[nH]2)cc(Br)c1OCc1ccc(F)cc1 | 4.7% | 0% | -3% | 11% | 6%
CSCCC(NS(=O)(=O)c1ccccc1F)C(=O)NNC(=O)c1csc(N2CCOCC2)n1 (stereo not drawn) | 3.4% | -7% | -2% | -10% | 3%
COc1ccc(CC(=O)Nc2ccc(-c3noc(-c4cc(OC)c(OC)c(OC)c4)n3)cc2)cc1 | 1.6% | 2% | -8% | 0% | 2%

Additional records:
SMILES | inhibitors of VEEV | H1N1 NS1A inhibition | Salmonella PhoP GFP | M. tuberculosis | M. tuberculosis HTS | others
Cc1cc(C)n(-c2ccc(NC(=O)C3CCN(Cc4cc(C)c(C)o4)CC3)cc2)n1 | 1.9% | -2% | -9% | 5% | -14%
O=C(C1CCC(=O)N(C2CCCC2)C1)N1CCN(c2ccc(Cl)cc2)CC1 (stereo not drawn) | 0.6% | 8% | 0% | -14% | 0%
N#CCCn1cc(C(=O)Nc2ccc(F)cc2)c(-c2ccccc2)n1 | i | 0% | 2% | -2% | 0%
Cc1ccc(Nc2nnc(SCC(=O)c3cc4ccccc4o3)s2)cc1C | 2.6% | -2% | 5% | -8% | 1%
COC(=O)c1ccc(NC(=S)Nc2ccccn2)cc1 | 2.1% | 8% | 4% | 9% | 1%
Cc1nnc(SCCN2CCOCC2)n1C | 0.7% | -3% | -1% | -4% | 2%
CN1CCN(C(=S)Nc2ccccc2Cl)CC1 | 1.7% | 0% | 0% | -11% | -5%
O=C(NC(=Nc1ccccc1)N1CCOCC1)Nc1ccccc1 | 0.8% | 3% | 3% | -4% | 8%
CCOc1ccc(S(=O)(=O)NC(C)C(=O)NCc2ccc3c(c2)OCO3)cc1 (stereo not drawn) | 2.2% | -8% | -15% | -9% | -2%
CCOc1ccccc1N1CCN(C(=O)c2c(-c3ccccc3Cl)noc2C)CC1 | 9.2% | -7% | -10% | -13% | 5%
COc1ccc2c(c1)S/C(=C\C(=O)c1ccncc1)N2C | 0.7% | -13% | -16% | 4% | 6%
CCOc1ccc(C(=O)N2CCN(CC(=O)N3CCCC3)CC2)cc1OCC | 0.6% | -3% | x | 5% | 3%
Cc1ccc(C)c2[nH]c(=O)c(CCNC(=O)c3cc4ccccc4o3)cc12 | 8.5% | 3% | x | x | -8%
COC(=O)c1sccc1NC(=O)COc1cccc(C)c1 | 2.8% | 11% | 10% | 30% | 4%
CC(/C=N/NC(=O)Cn1nccc1C)=C\c1ccc(C(C)C)cc1 | 1.1% | 6% | -7% | 47% | 6%
O=C(NCC1CCCO1)C(c1ccc(F)cc1)N(C(=O)Cn1nnc(-c2ccc(F)cc2)n1)c1cccc(O)c1 (stereo not drawn) | 13% | -5% | 9% | 3% | -5%
CCCCC(=O)Nc1c(C)cc(C)cc1Cl | 1.2% | 6% | -1% | 18% | u
NC(=O)c1sc(=S)n2c1[nH]c(=O)c1sccc12 | i | -3% | 22% | 14% | -2%
Cc1ccccc1CN1CCCC(C(=O)Nc2ccc(-c3ccn[nH]3)cc2)C1 (stereo not drawn) | 10% | 5% | 0% | -2% | 7%
Cc1c(CCC(=O)NCCC(=O)O)c(=O)oc2c(C)c3oc4c(c3cc12)CCCC4 | i | 0% | -2% | 5% | 3%
COC(=O)c1ccccc1NC(=O)CSc1nc(NC(=O)c2ccccc2)c2c(C)c(C)oc2n1 | 7.0% | -12% | -10% | 9% | 1%
O=C(COc1ccc(Oc2ccccc2)cc1)NC1CCS(=O)(=O)C1 (stereo not drawn) | i | -14% | x | u | 9%
CCc1ccc2c(c1)C(=O)c1ccccc1C2=O | 0.1% | 3% | -4% | 29% | 3%
Cc1ccccc1-n1c(C)nc2ccccc2c1=O | 4.0% | 0% | -5% | -7% | -5%
COC(=O)c1cccc(NS(=O)(=O)c2ccc(OC)cc2)c1C | 5.9% | -1% | 8% | 9% | 0%
Next entries:
SMILES | inhibitors of VEEV | H1N1 NS1A inhibition | Salmonella PhoP GFP | M. tuberculosis | M. tuberculosis HTS | others
CCCCc1c(O)c2cccc3c2n(c1=O)CCC3 | 1.5% | x | -22% | -7% | 1%
COc1ccc2c(c1OC)C(=O)OC2Nc1nc(-c2cc3ccccc3oc2=O)cs1 (stereo not drawn) | 1.2% | -2% | 1% | 3% | 39%
COc1ccc(CCNS(=O)(=O)c2cc3c4c(c2)CCN4C(=O)CC3)cc1OC | 0.5% | -3% | x | x | x
O=C(Nc1nccs1)NC(C(F)(F)F)C(F)(F)F | 1.2% | 3% | -29% | 3% | 2%
COc1cccc(/C=N/NC(=O)Cn2ccnc2C)c1 | 0.6% | -4% | 2% | -7% | -1%
CC1(C(=O)O)CCCC2(C)c3cc(O)ccc3CCC12 (stereo not drawn) | 3.2% | x | -22% | 13% | -5%
CCOc1ccc(CNC(=O)CCCC(=O)n2ncc3cc(C)ccc32)cc1 | 1.6% | -2% | -3% | -8% | -3%
CCC(c1nnnn1Cc1ccccc1)N(Cc1cc2cc(OC)ccc2[nH]c1=O)CC1CCCO1 (stereo not drawn) | 12% | -20% | -11% | 67% | 31%
CSC(=NC#N)N1CCN(C(c2ccccc2)c2ccccc2)CC1 | i | 6% | 2% | 11% | 4%
CCCC/C(O)=C1\C(=O)CC(C)(C)CC1=Nc1ccc(OC)cc1 | 9.8% | 1% | -7% | 20% | 11%
Cc1ccc(NC(=O)COc2ccc(/C(N)=N/O)cc2)cc1C | 0.8% | 3% | -4% | 24% | 19%
O=S(=O)(c1ccc(Cl)nc1)N1CCN(c2ncccn2)CC1 | i | 16% | 6% | 0% | 0%
COc1ccc(-c2sc3ccc(N4CCOCC4)cc3c2-c2ccc(OC)c(F)c2)cc1 | 1.2% | 8% | 1% | 5% | -1% | inhibitors of VEEV 10K pilot screen=1.4
Cn1ncc(Br)c1C(=O)Nc1c(F)c(F)cc(F)c1F | 0.5% | 2% | 10% | 7% | -16%
CCCOc1ccccc1C(=O)N(Cc1cccc(Br)c1)C1CCS(=O)(=O)C1 (stereo not drawn) | i | -12% | -9% | 16% | -6%
O=C(O)c1cc(O)c2c(c1)[C@@H]([C@H]1c3cc(C(=O)O)cc(O)c3C(=O)c3c(O[C@@H]4O[C@H](CO)[C@@H](O)[C@H](O)[C@H]4O)cccc31)c1cccc(OC3O[C@H](CO)[C@@H](O)[C@H](O)[C@H]3O)c1C2=O (stereo partly drawn) | 3.1% | 1% | 11% | 2% | 5%
COc1ccc(CC(=O)Nc2nccs2)cc1S(=O)(=O)N1CCOCC1 | 0.8% | -2% | x | 2% | 4%
CCOC(=O)C1CCN(C(=O)COC(=O)c2ccccc2OCC)CC1 | 2.1% | -1% | x | 1% | -9%
